PostGolgi ctrl: growth of the yeast control strain, post-Golgi counter-screen | efflux-deficient yeast background strain, growth absorbance A615, 16 h | inhibition, % at 10 µM | 98,000 tested, 5% active
PostGolgi yeast: growth inhibition of a yeast mutant, post-Golgi transport screen. post-Golgi transport phenotypic cell assay. AID 739. 98,000 tested, 0.9% active. inhibition, % at 10 µM;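 further: yeast cells grown in 1536-well plates; yeast grown about 18 h at 30C before absorbance read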
S1P2 antag: antagonists of human S1P2 receptor | cell-based S1P2 antagonist assay, inhibition at 5 uM | 97,000 tested, 0.21% active | inhibition, % at 5 µM | O95136; in the data active means inhibition above about 45%;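 further: CRE beta-lactamase reporter cells expressing human S1P2 stimulated with S1P; 0% = agonist at EC80 alone and 100% = agonist plus reference antagonist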
Target sequence (O95136 whole entry, looked up): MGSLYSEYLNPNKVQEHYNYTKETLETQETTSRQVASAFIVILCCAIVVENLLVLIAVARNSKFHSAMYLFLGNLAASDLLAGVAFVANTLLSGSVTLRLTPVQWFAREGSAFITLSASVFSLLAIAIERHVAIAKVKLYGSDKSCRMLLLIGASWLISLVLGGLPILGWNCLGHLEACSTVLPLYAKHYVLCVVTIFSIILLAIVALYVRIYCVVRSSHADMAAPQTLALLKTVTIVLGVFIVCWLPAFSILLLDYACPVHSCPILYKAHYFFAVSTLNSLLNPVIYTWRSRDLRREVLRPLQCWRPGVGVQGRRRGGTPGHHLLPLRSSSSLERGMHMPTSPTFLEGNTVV
Lung fibro prol: blocks proliferation of human lung fibroblasts; 85,000 tested, 1.1% active; LL 47 human lung fibroblast viability, ATP luminescence; active compounds read low; viability, % at 10 µM;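 active means viability at or below 50% in the single dose screen; inactive means viability above 50%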;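 further: compound exposure lasted 72 h before the ATP readout; 100% = median luminescence of untreated cell-only wells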
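test system = LL 47 human lung fibroblasts | amount = 1,150 fibroblasts seeded per well | medium = 15% FBS in IMEM | times = overnight cell rest, 72 h compound treatment at 37 °C | measured by = CellTiter-Glo luminescence measuring cellular ATP | read-out = viability percentage against median untreated-cell control | benchmarks = cell-only wells, no compound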
Ecoli WT expand: blocks growth of wild type E. coli BW25113 | OD600 absorbance | growth inhibition, % at 100 µM | 98,000 tested, 0.15% active | AID 710;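 active means growth inhibition above about 50% at one test dose, limit read from the data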;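 further: growth measured after 20 h incubation at 37 °C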
S1P2 agonist: S1P2 (human) receptor agonism. S1P2-expressing cell line, agonist reporter read-out. activation, % at 4.5 µM. 97,000 tested, 0.46% active. AID 729; in the data active means activation above about 16%;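 further: 0% = vehicle low control and 100% = maximal reference agonist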
HUVEC prolif 384: human endothelial cell proliferation inhibition | HUVEC proliferation, CellTiter-Glo luminescence, 72 h; active compounds read low | AID 648 | viability, % at 10 µM (by protocol) | 86,000 tested, 1.1% active;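 active means viability at or below 30%; inactive means viability above 30%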;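 further: 100% = median luminescence of DMSO-only cell control wells on each plate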
H69AR growth 86K: blocks growth of human H69AR lung tumor cells; H69AR lung tumor viability, ATP luminescence, 72 h; active compounds read low; 85,000 tested, 6% active; viability, % at 10 µM;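 active means viability at or below 40%; inactive means viability above 40%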;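 further: multidrug resistant small cell line overexpressing MRP-1 efflux transporter; 100% = mean luminescence of untreated control wells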
DAT uptake mod: modulates human dopamine transporter uptake under cocaine; B-score at 10 µM; 110,000 tested, 1.3% active; AID 449768; Q01959; LLC-PK1 hDAT cells, [14C]-dopamine uptake with cocaine IC80; actives deviate in either direction;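 active means Z score or B-score, a plate-position-corrected score, falls beyond the plate's 99.7% confidence bounds, in either direction; inactive means both scores lie inside the 99.7% bounds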;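 further: scored against the spread of the other compound wells on the same plate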
Target sequence (Q01959 whole entry, looked up): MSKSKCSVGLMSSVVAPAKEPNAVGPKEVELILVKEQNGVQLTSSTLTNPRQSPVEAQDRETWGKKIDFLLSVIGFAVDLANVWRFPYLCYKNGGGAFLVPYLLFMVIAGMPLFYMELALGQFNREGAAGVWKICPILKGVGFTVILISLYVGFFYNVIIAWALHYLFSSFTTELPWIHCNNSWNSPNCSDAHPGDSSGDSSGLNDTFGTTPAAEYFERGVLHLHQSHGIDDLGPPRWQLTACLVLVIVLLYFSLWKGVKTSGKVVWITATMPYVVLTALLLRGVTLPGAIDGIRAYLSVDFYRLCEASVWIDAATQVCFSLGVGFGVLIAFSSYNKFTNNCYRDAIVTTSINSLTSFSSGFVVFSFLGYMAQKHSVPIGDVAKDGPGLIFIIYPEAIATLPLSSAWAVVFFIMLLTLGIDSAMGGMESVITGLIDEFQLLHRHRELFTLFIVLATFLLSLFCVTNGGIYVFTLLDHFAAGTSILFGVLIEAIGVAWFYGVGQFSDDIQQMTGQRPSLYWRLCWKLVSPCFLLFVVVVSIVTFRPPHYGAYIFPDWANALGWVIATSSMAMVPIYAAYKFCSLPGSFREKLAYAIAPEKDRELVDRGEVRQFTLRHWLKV
* marks the source's active call; other numbers are inactive results; nt = not tested or not shown. Unless noted, no stated cut-off is given here; in the data, active means inhibition above about 30%; inactive means the rest. Hits appear at their usual frequency; about 11% have a hit in one of these screens.

Start of the data: the first 6 entries (preview)
SMILES | PostGolgi ctrl | S1P2 agonist | Lung fibro prol | S1P2 antag | Ecoli WT expand | HUVEC prolif 384 | PostGolgi yeast | H69AR growth 86K | DAT uptake mod
COc1ccc(-c2nnc(SC3CCOC3=O)n2C2CCCCC2)cc1OC (configuration not stated) | 0 | -5 | 92 | 10 | 0 | 105 | -1 | 60 | 1.6
COc1ccc(NC(=O)C2CCCN2C(=O)NCc2ccccc2)c(OC)c1 (configuration not stated) | 5 | -8 | 98 | 11 | -2 | 90 | 3 | 100 | 0.038
CC1(C)CC(=O)C(C=NCCN2CCN(C(=O)c3ccc(F)cc3)CC2)=C(O)C1 | nt | 3 | 105 | -21 | nt | 101 | nt | 84 | -0.19
Cc1ccc2nc(-c3ccc(NC(=S)NC(=O)C(C)C)cc3)sc2c1 | 22 | -5 | nt | 22 | -19 | nt | 1 | nt | -0.34
COc1ccc(S(=O)(=O)NCCc2csc(-c3cccnc3)n2)cc1 | 22 | -5 | 102 | 7 | 2 | 105 | 5 | 95 | 0.13
Cn1nc2c(c1C(=O)O)CCCC2 | nt | -3 | 93 | -14 | nt | 89 | nt | 103 | 0.022

The listing, from the first entry:
SMILES | PostGolgi ctrl | S1P2 agonist | Lung fibro prol | S1P2 antag | Ecoli WT expand | HUVEC prolif 384 | PostGolgi yeast | H69AR growth 86K | DAT uptake mod
COc1ccc(-c2nnc(SC3CCOC3=O)n2C2CCCCC2)cc1OC (configuration not stated) | 0 | -5 | 92 | 10 | 0 | 105 | -1 | 60 | 1.6
COc1ccc(NC(=O)C2CCCN2C(=O)NCc2ccccc2)c(OC)c1 (configuration not stated) | 5 | -8 | 98 | 11 | -2 | 90 | 3 | 100 | 0.038
CC1(C)CC(=O)C(C=NCCN2CCN(C(=O)c3ccc(F)cc3)CC2)=C(O)C1 | nt | 3 | 105 | -21 | nt | 101 | nt | 84 | -0.19
Cc1ccc2nc(-c3ccc(NC(=S)NC(=O)C(C)C)cc3)sc2c1 | 22 | -5 | nt | 22 | -19 | nt | 1 | nt | -0.34
COc1ccc(S(=O)(=O)NCCc2csc(-c3cccnc3)n2)cc1 | 22 | -5 | 102 | 7 | 2 | 105 | 5 | 95 | 0.13
Cn1nc2c(c1C(=O)O)CCCC2 | nt | -3 | 93 | -14 | nt | 89 | nt | 103 | 0.022
COCCCNC(=O)c1c(NC(=O)c2cccs2)sc2c1CCCC2 | 13 | -5 | 103 | 3 | 1 | 95 | 2 | 49 | 0.088
COC(=O)NC1(C(F)(F)F)NC(=O)N(C2CCCCC2)C1=O (configuration not stated) | -8 | -7 | 102 | 20 | 4 | 95 | 2 | 103 | -1.4
Oc1c(C(c2ccccc2)N2CCc3ccccc3C2)sc2ncnn12 (configuration not stated) | 1 | -7 | 98 | 30 | 4 | 88 | -1 | 84 | 0.088
O=c1[nH]cnc2c1cnn2Cc1ccccc1 | -3 | -3 | 113 | -9 | 8 | 95 | 3 | 100 | 0.13
CCC(CC)NC(=O)c1cc2c(C)nn(Cc3ccccc3Cl)c2s1 | 38* | -6 | nt | -9 | -4 | nt | 0 | nt | -0.71
O=C(CCn1nnc(-c2cccs2)n1)NC1CCCCC1 | 3 | -3 | 102 | 29 | 7 | 102 | 0 | 99 | 0.74
O=C(CS(=O)c1cccc(Cl)c1)Nc1ccccc1Cl (configuration not stated) | 11 | -5 | nt | 13 | 10 | nt | -1 | nt | 0.39
COc1ccc(NC(=O)N(Cc2ccc3c(c2)OCO3)C2CC(=O)N(c3ccc(OC)cc3)C2=O)cc1 (configuration not stated) | 13 | -1 | 97 | -11 | -9 | 88 | -4 | 40* | 0.028
CCOC(=O)c1ccc(NS(=O)(=O)CC)cc1 | 12 | -1 | 99 | -9 | 9 | 103 | -14 | 98 | 0.76
Cc1cc(C(=O)CN2C(=O)c3ccccc3S2(=O)=O)c(C)n1-c1ccccc1 | 26 | 2 | 97 | 19 | -7 | 109 | 4 | 110 | 1.4
O=C(CN1CCSCC1)N/N=C/c1ccc(F)cc1F | 3 | -1 | 105 | -13 | 16 | 98 | -6 | 102 | -0.2
CC(C)(C)NCCCCOc1ccccc1F | 6 | -6 | 101 | 27 | 7 | 89 | -4 | 94 | -0.064
COc1cc(C(=O)Nc2ccc(NC(=O)C(C)C)nc2)cc(OC)c1OC | nt | nt | 111 | nt | nt | 91 | nt | 87 | -0.53
CSc1ccc(CN2CCC(O)CC2)cc1 | nt | -8 | 86 | 17 | nt | 93 | nt | 88 | nt
COCCNC(=O)C1CC(=O)N(CCc2ccccc2)C1 (configuration not stated) | 2 | -6 | 107 | 15 | -4 | 111 | -6 | 100 | -1.7
COc1ccc(/C=C/C(=O)Oc2cccc(/C=N/NC(=O)c3cccc(F)c3)c2)cc1 | 8 | -5 | nt | 19 | -15 | nt | -5 | nt | 0.014
FC(F)(F)c1cnc2c(c1)Nc1ccccc1S2 | 22 | -9 | 99 | 24 | -2 | 87 | 33* | 86 | -0.51
C(=N\n1cnnc1)/c1cccc(Oc2ccccc2)c1 | -2 | nt | 102 | nt | 7 | 105 | -2 | 105 | 0.14
CCOC(=O)Cn1c(SC)nc2sc3c(c2c1=O)CC(C)(C)OC3 | -4 | 6 | 101 | 14 | 0 | 111 | -2 | 82 | -0.62
O=C(CCN1CCc2ccccc2C1)Nc1cccc(F)c1 | 9 | -5 | 95 | 7 | 10 | 100 | 3 | 75 | -0.87
CCc1cc2cc(C)cc(C)c2nc1SCC(=O)N1CCN(C(=O)c2ccco2)CC1 | 24 | -4 | 89 | 3 | 8 | 81 | 18 | 98 | 0.43
c1cc2[nH]snc2c2nc(C3CC3)nc12 | 0 | -5 | 96 | 21 | 8 | 78 | -1 | 65 | -0.78
Cc1ccc2c(c1)N(CC(=O)NC1CCCCC1C)C(=O)CO2 (configuration not stated) | -3 | -7 | 92 | 7 | -7 | 90 | -2 | 87 | 0.087
Cc1ccc(S(=O)(=O)N2CCCOC2)cc1 | 0 | -3 | 96 | 9 | 6 | 96 | 1 | 106 | -0.67
COc1ccc(OC)c(S(=O)(=O)NCCc2cn3ccsc3n2)c1 | -4 | nt | 94 | nt | 7 | 98 | 2 | 101 | -0.29
O=C(COC(=O)C1=COCCO1)Nc1ncc(C(F)(F)F)cc1Cl | -2 | -8 | nt | -9 | 2 | 106 | -5 | 90 | -0.33
NC(=O)CSc1nnc(-c2cccc(S(=O)(=O)N3CCOCC3)c2)n1C1CCCCCC1 | -8 | 0 | 92 | 0 | 0 | 97 | -1 | 94 | 0.37
CCCOC(=O)Nc1cc(OC)c(Cl)cc1OC | 3 | -3 | 95 | -6 | 12 | 102 | 0 | 83 | -1.6
Cc1nnc(NC(=O)C2(c3ccccc3)CCOCC2)s1 | 1 | -2 | 99 | -20 | -4 | 88 | 1 | 97 | -2.4
COCCCNC(=O)C1CC(=O)N(C2CCCC2)C1 (configuration not stated) | 8 | -3 | 111 | 8 | -1 | 92 | 5 | 90 | -0.017
O=C(COc1ccc(-n2cnnn2)cc1)N1CCN(c2ccc(F)cc2)CC1 | 5 | -6 | 105 | 8 | -2 | 103 | -4 | 100 | 0.59
CCCC(=O)Nc1nc(C(=O)OCC)cs1 | 5 | -5 | 104 | 8 | 7 | 93 | 5 | 97 | -0.0065
CC(C)Oc1ccc(CNC(=O)Cn2c(=O)oc3ccccc32)cc1 | 8 | -2 | 82 | 6 | 0 | 109 | -2 | 90 | -0.93
O=c1c2c3c(sc2nc2sc(C4CC4)nn12)CCCC3 | 15 | 0 | 94 | -15 | -8 | 92 | 7 | 71 | -0.29
Cc1oc2c(c1C(=O)Nc1cccc(C(=O)O)c1)CCCC2 | 8 | -1 | 101 | -9 | -5 | 93 | 13 | 98 | -1.3
CCn1nnc2sc3c(c2c1=O)CCC(C)C3 (configuration not stated) | 21 | -6 | 94 | 13 | 6 | 77 | 4 | 100 | -0.42
COC(=O)c1cc(NC(=O)CC2SCCNC2=O)cc(C(=O)OC)c1 (configuration not stated) | 2 | -1 | 108 | -1 | 5 | 103 | 21 | 86 | -0.046
O=C(NCC(O)CO)c1ccc2[nH]c3ccccc3c2c1 (configuration not stated) | nt | -1 | 101 | -6 | nt | 103 | nt | 85 | -1.5
Cc1cc(C(=O)COC(=O)c2n[nH]c3ccccc23)c(C)n1C | 5 | -6 | 90 | 13 | 4 | 89 | -1 | 89 | 0.2
Cc1ccc(CS(=O)(=O)Cc2ccc(C(=O)NCc3ccco3)o2)cc1 | 3 | -5 | nt | 6 | 4 | nt | 4 | nt | -0.64
COc1cccc(-c2nnc(SCC(=O)N(C(C)C)C(C)C)o2)c1 | 3 | nt | 104 | nt | 7 | 115 | -1 | 91 | -0.72
CC(C)CCOCC(=O)Nc1cccc(C(=O)O)c1 | -4 | nt | 102 | nt | -5 | 99 | -5 | 90 | -0.19
COc1ccc(C2C=C(c3ccccc3)Nc3nc(CCCO)nn32)cc1 (configuration not stated) | 5 | -4 | 99 | 33 | 2 | 92 | -1 | 84 | 1.7
COc1cccc(NC(=O)C2C3CC4OC(=O)C2C4C3)c1 (configuration not stated) | 9 | -6 | 107 | 0 | 11 | 95 | -8 | 106 | 0.17

Further records follow:
SMILES | PostGolgi ctrl | S1P2 agonist | Lung fibro prol | S1P2 antag | Ecoli WT expand | HUVEC prolif 384 | PostGolgi yeast | H69AR growth 86K | DAT uptake mod
C=CCOC(=O)C1=C(C)NC(SCC(=O)NC(=O)OCC)=C(C#N)C1c1cccnc1 (configuration not stated) | 3 | -4 | 101 | -7 | 8 | 92 | 3 | 83 | 2.5
O=C(CCS(=O)(=O)Cc1ccccc1)NCc1ccco1 | 1 | -6 | 100 | 2 | 3 | 97 | 16 | 97 | -0.028
COc1cccc(NC(=O)C2CC(=O)N=C(N)S2)c1 (configuration not stated) | 7 | -6 | 100 | -5 | 3 | 86 | 27 | 95 | -0.92
CCOc1cc(CNCc2ccccn2)ccc1OCC(=O)NC1CCCCC1 | 4 | -1 | nt | -12 | 1 | nt | 0 | nt | 0.037
O=C(CCl)Oc1ccc2occ(C(=O)c3cccs3)c2c1 | 3 | -4 | 108 | -22 | 11 | 98 | 3 | 52 | -0.062
CCC(=O)c1ccc(OCC(O)CN2CCCCC2)cc1 (configuration not stated) | -9 | -6 | 98 | -4 | 9 | 103 | -2 | 91 | 0.043
Cn1c(=O)oc2cc(S(=O)(=O)N3CCN(c4cccc(Cl)c4)CC3)ccc21 | 1 | nt | 82 | nt | -2 | 63 | 0 | 24* | -0.18
O=C(CNC(=O)c1ccco1)OC(C(=O)c1ccccc1)c1ccccc1 (configuration not stated) | 9 | -2 | 99 | 14 | 3 | 83 | -1 | 78 | 0.058
COc1ccc(-c2cc(=Nc3ccc(C)cc3)c3ccccc3o2)cc1 | 9 | 3 | nt | -4 | -16 | nt | 12 | nt | -0.37
O=S1(=O)N=C(N2CCc3ccccc3C2)c2ccccc21 | 8 | -1 | 104 | -13 | 6 | 97 | -8 | 91 | -0.58
O=C1CC(c2ccccc2)Cc2nc3nc(C(F)(F)F)nn3cc21 (configuration not stated) | 1 | -2 | 92 | -5 | 0 | 101 | -1 | 82 | -0.4
CCCOc1ccc(Cn2c(O)cc(=O)[nH]c2=O)cc1 | -2 | -7 | 102 | -11 | 0 | 95 | 2 | 92 | -0.89
O=C(Oc1cccc(N2C(=O)CCC2=O)c1)C1CC(=O)N(c2ccc(Br)cc2)C1 (configuration not stated) | 26 | -2 | 102 | 8 | 1 | 88 | -8 | 99 | -0.95

Screens (PubChem BioAssay)
